U2OS ROS induce: ROS inducers in U2OS cancer cells, primary screen, cell-based, H2DCF-DA fluorescence | 46,000 compounds, 2% hits | U2OS ROS induction | ROS induction (% of piperlongumine), % at 10 µM; in the data active means ROS induction above about 79%, passing the limit was not always enough;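 further: 0% = DMSO vehicle median and 100% = reference compound median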
An asterisk follows results filed as active. Not all compounds are listed. The share of hits here may be higher or lower than overall.

Results for C=CCn1c(SC)nc2c(c1=O)C1(CCCCC1)Cc1ccccc1-2 ?
U2OS ROS induce: 1

How did O=C(Cn1cnc2ccccc2c1=O)Nc1ccccc1[N+](=O)[O-] do in these assays?
U2OS ROS induce: -5

What do the screens show for `C[C@H]1CN([C@@H](C)CO)C(=O)Cc2cc(NC(=O)c3ccncc3)ccc2O[C@H]1CN(C)C`?
U2OS ROS induce: -2

How did CC(CCO)Nc1nc2c([nH]1)c(=O)n(C)c(=O)n2C (configuration not stated) do in these assays?
U2OS ROS induce: -4

How did C[C@@H]1CN([C@H](C)CO)C(=O)c2cccc(NS(=O)(=O)c3cn(C)cn3)c2O[C@@H]1CN(C)C do in these assays?
U2OS ROS induce: -8

How did Cc1nn(Cc2ccc(C(=O)n3cc(Cl)cn3)o2)c(C)c1Cl do in these assays?
U2OS ROS induce: -11

Results for C[C@H]1CN([C@@H](C)CO)C(=O)c2cc(NC(=O)Nc3ccc(F)cc3)ccc2O[C@@H]1CN(C)S(=O)(=O)c1ccccc1 ?
U2OS ROS induce: 10

Results for C[C@H]1CN([C@@H](C)CO)C(=O)c2cccc(NS(=O)(=O)c3ccc(F)cc3)c2O[C@@H]1CN(C)Cc1ccc(Cl)c(Cl)c1 ?
U2OS ROS induce: 12

Results for COc1ccc(NC(=O)CSc2cc(C)c3cccc(C)c3n2)cc1 ?
U2OS ROS induce: -5

Results for Cn1nnnc1SCC(=O)Nc1ccc(Br)cc1Cl ?
U2OS ROS induce: -3

What do the screens show for `Cc1onc(-c2c(Cl)cccc2Cl)c1C(=O)N=S(C)(C)=O`?
U2OS ROS induce: 43

How did COc1ccc(-c2nc(CNS(=O)(=O)N(C)C)cs2)cc1 do in these assays?
U2OS ROS induce: 1

Results for C[C@H]1CN([C@@H](C)CO)C(=O)c2cc(NS(=O)(=O)c3cccs3)ccc2O[C@H]1CN(C)Cc1ccc(C(=O)O)cc1 ?
U2OS ROS induce: 3

What do the screens show for `Cc1noc(C)c1NC(=O)Nc1ccc2c(c1)C(=O)N([C@H](C)CO)C[C@@H](C)[C@@H](CN(C)S(=O)(=O)c1cccs1)O2`?
U2OS ROS induce: -2

Results for CCOC(=O)n1ccn(C)c1=S ?
U2OS ROS induce: 2

Reprinted from the part before: two entries; new compounds follow.
What do the screens show for `Cc1noc(C)c1NC(=O)Nc1ccc2c(c1)C(=O)N([C@H](C)CO)C[C@@H](C)[C@@H](CN(C)S(=O)(=O)c1cccs1)O2`?
U2OS ROS induce: -2

Results for CCOC(=O)n1ccn(C)c1=S ?
U2OS ROS induce: 2

How did C[C@@H]1CN([C@H](C)CO)C(=O)c2cccc(NC(=O)Nc3ccc(F)cc3)c2O[C@@H]1CN(C)CC1CC1 do in these assays?
U2OS ROS induce: -3

Results for C[C@@H]1CN([C@@H](C)CO)C(=O)c2cccc(NC(=O)Nc3ccc(F)cc3)c2O[C@@H]1CN(C)Cc1ccncc1 ?
U2OS ROS induce: -2

How did COc1ccc(NC(=O)N(C)C[C@H]2Oc3ccc(NS(=O)(=O)c4cn(C)cn4)cc3CC(=O)N([C@@H](C)CO)C[C@@H]2C)cc1 do in these assays?
U2OS ROS induce: -14

How did Cc1cc(C)c2c(N)c(-c3nnc(SCc4ccc(Cl)cc4)n3C)sc2n1 do in these assays?
U2OS ROS induce: 19

How did CCn1c(SCc2nc3ccccc3c(=O)[nH]2)nnc1-c1ccccc1F do in these assays?
U2OS ROS induce: -11

How did Cc1ccc(-c2nnc3c4ccccc4c(C)nn23)cc1S(=O)(=O)N1CCOCC1 do in these assays?
U2OS ROS induce: 13

What do the screens show for `CCc1ccc(C(O)(c2ccccc2)C(CN2CCOCC2)c2ccccc2)cc1` (configuration not stated)?
U2OS ROS induce: 9

What do the screens show for `COc1ccc(NC(=O)Nc2ccc3c(c2)CC(=O)N([C@H](C)CO)C[C@@H](C)[C@@H](CN(C)C(=O)Nc2ccc4c(c2)OCO4)O3)cc1`?
U2OS ROS induce: -13

What do the screens show for `Cc1ccc(S(=O)(=O)N(C)C[C@H]2Oc3ccc(N(C)C)cc3CC(=O)N([C@H](C)CO)C[C@H]2C)cc1`?
U2OS ROS induce: -7

Results for CC(C)CN(CC(C)C)S(=O)(=O)N1CCC(C(=O)N2CCc3ccccc3C2)CC1 ?
U2OS ROS induce: -9

What do the screens show for `Cn1c(SCC(=O)c2cc(C(C)(C)C)c(O)c(C(C)(C)C)c2)nnc1-c1cccs1`?
U2OS ROS induce: 9

Results for COc1ccc(S(=O)(=O)Nc2ccc3c(c2)C(=O)N([C@@H](C)CO)C[C@@H](C)[C@@H](CN(C)Cc2ccc(C(=O)O)cc2)O3)cc1 ?
U2OS ROS induce: -5

What do the screens show for `C=CCn1c2ccccc2c2nnc(SCCCC(=O)c3ccc(F)cc3)nc21`?
U2OS ROS induce: 82*

How did Cc1ccc(C(=O)CC(C(=O)O)N2CCN(C)CC2)cc1 (configuration not stated) do in these assays?
U2OS ROS induce: 4

What do the screens show for `CC(C)C(NS(=O)(=O)c1ccc(F)c(Cl)c1)C(=O)O` (configuration not stated)?
U2OS ROS induce: -2

What do the screens show for `COc1ccc(NC(=O)N(C)C[C@@H]2Oc3ncc(C#Cc4ccc(C(F)(F)F)cc4)cc3C(=O)N([C@H](C)CO)C[C@@H]2C)cc1`?
U2OS ROS induce: 51

Results for C[C@@H]1CN([C@H](C)CO)C(=O)c2cc(NS(=O)(=O)c3ccc(F)cc3)ccc2O[C@H]1CN(C)S(C)(=O)=O ?
U2OS ROS induce: -5

What do the screens show for `C=CCNC(=O)[C@@H]1[C@H]2C(=O)O[C@H](c3ccccc3)[C@H](c3ccccc3)N2[C@H](c2ccccc2OCCO)[C@@]12C(=O)N(C(=O)OCCOC)c1ccc(C#CC3=CCCCC3)cc12`?
U2OS ROS induce: 58

What do the screens show for `COCC(=O)Nc1sc2c(c1C(=O)OC)C(C(=O)OC)CC2` (configuration not stated)?
U2OS ROS induce: 24

How did CCCc1cc(=O)oc2c(C)c3oc(C)c(C)c3cc12 do in these assays?
U2OS ROS induce: -1

Results for CC(=O)c1cccc(NC(=O)CN(C)S(=O)(=O)c2ccc3ccccc3c2)c1 ?
U2OS ROS induce: 3

Results for N#CCc1ccc(NC(=O)Cc2ccccc2[N+](=O)[O-])cc1 ?
U2OS ROS induce: -13

How did CC(C)NC(=O)Nc1ccc2c(c1)C(=O)N([C@@H](C)CO)C[C@@H](C)[C@H](CN(C)Cc1ccc(C(=O)Nc3ccccc3N)cc1)O2 do in these assays?
U2OS ROS induce: 1

Results for C[C@H]1CN([C@@H](C)CO)C(=O)Cc2cc(NC(=O)CCC(F)(F)F)ccc2O[C@H]1CN(C)C ?
U2OS ROS induce: 4

How did CN1CCN(c2ccc(NS(=O)(=O)c3cccc4nonc34)cc2)CC1 do in these assays?
U2OS ROS induce: 4

What do the screens show for `Cc1ccc(SCCC(=O)Nc2cccnc2)cc1`?
U2OS ROS induce: -8

What do the screens show for `C[C@@H]1CCCCO[C@H](CN(C)C)[C@@H](C)CN([C@H](C)CO)C(=O)c2cc(NC(=O)CCC(F)(F)F)ccc2O1`?
U2OS ROS induce: 3

What do the screens show for `COc1ccc(CN(C)C[C@@H]2OCCCC[C@@H](C)Oc3ccc(NS(C)(=O)=O)cc3C(=O)N([C@H](C)CO)C[C@@H]2C)cc1`?
U2OS ROS induce: 11

Results for O=C1c2ccccc2C(=O)N1C1CCN(Cc2ccc(OCCO)cc2)CC1 ?
U2OS ROS induce: -7

How did COc1ccc(CN(C)C[C@H]2OCCCC[C@@H](C)Oc3ccc(NC(=O)NC4CCCCC4)cc3C(=O)N([C@H](C)CO)C[C@@H]2C)cc1 do in these assays?
U2OS ROS induce: 42

What do the screens show for `Cc1ccc(-n2c(C)nnc2SCC(=O)Nc2ccc(C)cc2Br)cc1`?
U2OS ROS induce: -5

How did Cc1ccc(S(=O)(=O)N(C)C[C@H]2Oc3ccc(NS(=O)(=O)c4ccc(F)cc4)cc3C(=O)N([C@H](C)CO)C[C@@H]2C)cc1 do in these assays?
U2OS ROS induce: 15

What do the screens show for `COC(=O)c1cc2sccc2n1CC(=O)Nc1cc(OC)cc(OC)c1`?
U2OS ROS induce: 2

Results for COc1ccc([N+](=O)[O-])cc1NC(=O)C(C)N(c1ccc(Cl)cc1)S(C)(=O)=O (configuration not stated) ?
U2OS ROS induce: 2

How did C[C@H]1CN([C@@H](C)CO)C(=O)Cc2cc(NS(=O)(=O)c3ccc(F)cc3)ccc2O[C@@H]1CN(C)S(=O)(=O)c1ccccc1 do in these assays?
U2OS ROS induce: 14

What do the screens show for `CC(C)NC(=O)Nc1ccc2c(c1)C(=O)N([C@H](C)CO)C[C@@H](C)[C@H](CN(C)Cc1ccc(Cl)c(Cl)c1)O2`?
U2OS ROS induce: -7

How did COc1ccccc1NC(=O)COc1ccc(C(=O)O)cc1OC do in these assays?
U2OS ROS induce: 6

What do the screens show for `C[C@H](CO)N1C[C@H](C)[C@H](CN(C)C(=O)Nc2ccccc2)Oc2ccc(NC(=O)Cn3cnnn3)cc2C1=O`?
U2OS ROS induce: -15

What do the screens show for `C[C@@H]1CN([C@H](C)CO)C(=O)c2cccc(NC(=O)NC3CCCCC3)c2O[C@@H]1CN(C)Cc1ccc(-c2ccccc2)cc1`?
U2OS ROS induce: 101*

How did C[C@@H]1CCCCO[C@H](CN(C)Cc2ccc(C(F)(F)F)cc2)[C@@H](C)CN([C@H](C)CO)C(=O)c2cc(NC(=O)c3ccncc3)ccc2O1 do in these assays?
U2OS ROS induce: 17

How did COc1ccc(OC)c(NC(=O)CN(C)S(=O)(=O)c2c(C)cc(C)cc2C)c1 do in these assays?
U2OS ROS induce: -5

Results for O=C(Cn1ccc([N+](=O)[O-])n1)NCc1ccccn1 ?
U2OS ROS induce: -6

What do the screens show for `C/C1=C/C[C@]2(C)C(=O)C(=O)C([C@H](C)CO)[C@H]2C/C=C(/C)[C@@H](O)CC/C(C)=C\CC1` (some centres not stated)?
U2OS ROS induce: 4

What do the screens show for `CN(C)c1ccc2nc3c(nc2c1)C(=O)c1ccccc1C3=O`?
U2OS ROS induce: 0

How did COC(=O)CCCCCCC(=O)N/N=C/c1ccc(-c2ccccc2)cc1 do in these assays?
U2OS ROS induce: 55

How did C[C@@H]1CN([C@H](C)CO)C(=O)c2cc(NC(=O)NC3CCCCC3)ccc2O[C@H]1CN(C)Cc1ccc(Cl)c(Cl)c1 do in these assays?
U2OS ROS induce: 3

How did CCOC(=O)CSc1nc(N)nc(C)c1Cl do in these assays?
U2OS ROS induce: -9

How did CSc1ccccc1NC(=O)Cn1c([N+](=O)[O-])cnc1C do in these assays?
U2OS ROS induce: -4

Results for COCCCNC(=O)[C@@]1(C)c2ccccc2C(=O)N(Cc2cc(C(F)(F)F)cc(C(F)(F)F)c2)[C@H]1c1ccc(CO)cc1 ?
U2OS ROS induce: -3

How did O=C(N/N=C/c1ccc(-n2ccnc2)cc1)c1ccccn1 do in these assays?
U2OS ROS induce: 8

What do the screens show for `O=C(CCCCCC(=O)Nc1ccccc1O)N/N=C/c1ccccc1C(=O)O`?
U2OS ROS induce: 3

What do the screens show for `O=C(NC1CCCC1)c1cc(-c2ccc(F)cc2)no1`?
U2OS ROS induce: 8

Results for CSc1nc2c(sc(=S)n2-c2ccccc2C)c(=O)n1-c1ccccc1C ?
U2OS ROS induce: 0

Results for C[C@@H]1CN([C@H](C)CO)C(=O)Cc2cc(NC(=O)Nc3ccc(C(F)(F)F)cc3)ccc2O[C@H]1CN(C)Cc1ccc(Cl)c(Cl)c1 ?
U2OS ROS induce: -7

Results for O=C(N/N=C/c1ccc(Br)o1)c1ccccn1 ?
U2OS ROS induce: 2

How did CCc1ccc(Nc2cc(=O)n(C3CCCCC3)c(=O)[nH]2)cc1 do in these assays?
U2OS ROS induce: -10

What do the screens show for `C[C@H]1CN([C@@H](C)CO)C(=O)c2cc(NC(=O)c3ccncc3)ccc2O[C@H]1CN(C)C`?
U2OS ROS induce: -2

Results for Cc1cc(C(F)(F)F)nn1CCCNC(=O)c1cccs1 ?
U2OS ROS induce: -17

What do the screens show for `C[C@H]1CN([C@@H](C)CO)C(=O)c2cc(NC(=O)Cc3ccccc3)ccc2O[C@@H]1CN(C)C(=O)NC1CCCCC1`?
U2OS ROS induce: -1

How did C[C@@H]1CN([C@H](C)CO)C(=O)c2cc(NS(C)(=O)=O)ccc2O[C@@H]1CN(C)C(=O)Nc1ccc2c(c1)OCO2 do in these assays?
U2OS ROS induce: -12

How did COc1ccc(CN(C)C[C@@H]2Oc3ccc(NS(=O)(=O)c4ccc(OC)cc4)cc3CC(=O)N([C@H](C)CO)C[C@@H]2C)cc1 do in these assays?
U2OS ROS induce: 2

Results for O=Cc1c2[nH]c3ccccc3c2cc2[nH]c3ccccc3c12 ?
U2OS ROS induce: 10

Of the compounds above, 11 contain a Cl atom.
How did Cc1nn(Cc2ccc(C(=O)n3cc(Cl)cn3)o2)c(C)c1Cl do in these assays?
U2OS ROS induce: -11

Results for C[C@H]1CN([C@@H](C)CO)C(=O)c2cccc(NS(=O)(=O)c3ccc(F)cc3)c2O[C@@H]1CN(C)Cc1ccc(Cl)c(Cl)c1 ?
U2OS ROS induce: 12

Results for Cn1nnnc1SCC(=O)Nc1ccc(Br)cc1Cl ?
U2OS ROS induce: -3

What do the screens show for `Cc1onc(-c2c(Cl)cccc2Cl)c1C(=O)N=S(C)(C)=O`?
U2OS ROS induce: 43

How did Cc1cc(C)c2c(N)c(-c3nnc(SCc4ccc(Cl)cc4)n3C)sc2n1 do in these assays?
U2OS ROS induce: 19

What do the screens show for `CC(C)C(NS(=O)(=O)c1ccc(F)c(Cl)c1)C(=O)O` (configuration not stated)?
U2OS ROS induce: -2

Results for COc1ccc([N+](=O)[O-])cc1NC(=O)C(C)N(c1ccc(Cl)cc1)S(C)(=O)=O (configuration not stated) ?
U2OS ROS induce: 2

What do the screens show for `CC(C)NC(=O)Nc1ccc2c(c1)C(=O)N([C@H](C)CO)C[C@@H](C)[C@H](CN(C)Cc1ccc(Cl)c(Cl)c1)O2`?
U2OS ROS induce: -7

How did C[C@@H]1CN([C@H](C)CO)C(=O)c2cc(NC(=O)NC3CCCCC3)ccc2O[C@H]1CN(C)Cc1ccc(Cl)c(Cl)c1 do in these assays?
U2OS ROS induce: 3

How did CCOC(=O)CSc1nc(N)nc(C)c1Cl do in these assays?
U2OS ROS induce: -9

Results for C[C@@H]1CN([C@H](C)CO)C(=O)Cc2cc(NC(=O)Nc3ccc(C(F)(F)F)cc3)ccc2O[C@H]1CN(C)Cc1ccc(Cl)c(Cl)c1 ?
U2OS ROS induce: -7

Screening data (PubChem BioAssay)
